TRHR PAM – qHTS for Small Molecule Agonists and Allosteric Enhancers of Human TRH Receptor: Primary Screen for Enhancers. Thyrotropin-releasing hormone receptor (Homo sapiens), P34981. TRHR cells, fluo-8 calcium fluorescence, EC20 TRH enhancement. enhancement, % at 2 µM. 0.66% of 360,000 active. AID 493056, 2011; in the data active = enhancement above about 30%; also: 0% is about no effect
Target sequence (P34981 whole entry, looked up): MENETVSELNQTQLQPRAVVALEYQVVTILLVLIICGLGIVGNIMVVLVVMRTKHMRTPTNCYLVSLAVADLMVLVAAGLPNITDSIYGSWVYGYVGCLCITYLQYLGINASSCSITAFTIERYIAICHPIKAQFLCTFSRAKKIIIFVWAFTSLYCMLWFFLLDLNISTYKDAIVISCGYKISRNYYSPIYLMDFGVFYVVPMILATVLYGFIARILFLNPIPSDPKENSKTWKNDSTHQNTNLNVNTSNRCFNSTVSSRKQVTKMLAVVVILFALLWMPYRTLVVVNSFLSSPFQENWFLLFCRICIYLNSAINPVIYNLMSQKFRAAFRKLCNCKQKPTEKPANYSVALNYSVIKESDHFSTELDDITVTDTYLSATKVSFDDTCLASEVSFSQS
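TRHR-expressing cells loaded with fluo-8 calcium dye were read kinetically (ex 480/em 530) during compound addition, then stimulated with an EC20 of TRH (10 nM final). Enhancement of the Gq-mediated intracellular calcium response was scored.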
RXFP1 antagonist – qHTS Assay for Antagonists of the Relaxin Receptor RXFP1. Relaxin receptor 1 (Homo sapiens), Q9HBX9. HEK293-RXFP1, relaxin-stimulated cAMP HTRF, 30 min; stronger effect = lower value. activity change, negative = inhibition, % at 57.5 µM. 0.59% of 350,000 active;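 active = activity change of -60% or lower, but not beyond a set lower limit; inconclusive = change between -60% and -40%, or beyond the set limit; inactive = change above -40%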; also: % is scaled to controls: 0 for no effect and ±100 for the full control effect
D2 PAM – HTS Assay for Positive Allosteric Modulators of the Human D2 Dopamine Receptor: Primary Screen for Potentiators; D(2) dopamine receptor (Homo sapiens), P14416; HEK293 T-REx D2, calcium flux, EC20 dopamine potentiation; potentiation, % at 10 µM; 0.34% of 340,000 active; AID 485347, 2010;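 active = potentiation over 3 SD above the plate norm, cut at about 30% in these data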; also: 0% is about no effect
Target sequence (P14416 whole entry, looked up): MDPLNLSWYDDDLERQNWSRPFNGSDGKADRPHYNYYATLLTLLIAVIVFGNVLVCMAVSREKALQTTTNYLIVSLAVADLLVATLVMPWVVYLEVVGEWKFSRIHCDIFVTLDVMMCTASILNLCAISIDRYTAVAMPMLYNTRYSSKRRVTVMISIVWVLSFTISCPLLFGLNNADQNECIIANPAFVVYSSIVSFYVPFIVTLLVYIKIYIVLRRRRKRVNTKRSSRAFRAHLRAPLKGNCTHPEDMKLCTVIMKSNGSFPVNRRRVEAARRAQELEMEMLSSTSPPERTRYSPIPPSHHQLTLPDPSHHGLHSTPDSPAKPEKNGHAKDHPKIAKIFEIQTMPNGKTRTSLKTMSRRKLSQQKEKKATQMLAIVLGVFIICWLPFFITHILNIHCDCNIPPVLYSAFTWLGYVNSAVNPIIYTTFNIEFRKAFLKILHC
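Using a no-wash calcium dye in inducible, force-coupled HEK293 Trex cells expressing D2, we tracked fluorescence each second for 180 s after compound, then for 180 s after EC20 dopamine to detect augmented signalling.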
TRHR ag – qHTS for Small Molecule Agonists and Allosteric Enhancers of Human TRH Receptor: Primary Screen for Agonists; activation, % at 2 µM; Thyrotropin-releasing hormone receptor (Homo sapiens), P34981; 0.18% of 360,000 active; TRHR cells, calcium flux fluo-8, FDSS agonist mode; in the data active = activation above about 30%; also: 0% is about no effect
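Read-out: compound-evoked intracellular calcium rise in TRHR cells, fluo-8 dye, kinetic FDSS fluorescence at 1 s/cycle following a 10-cycle baseline. Cells cultured overnight before dye loading (30 min–1.5 h, RT).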
RXFP1 ag – qHTS Assay for Agonists of the Relaxin Receptor RXFP1. HEK293T-RXFP1 cAMP TR-FRET, 30 min; response scale: percent of porcine relaxin response, buffer zero. Potency, µM (doses to about 57.5 µM), for inactives: at the top dose activation, actives largely listed as activators. 0.3% of 370,000 active. AID 2676, 2010; also: potency is read from the fitted curve at half-maximal effect; % is scaled to controls: 0 for no effect and ±100 for the full control effect; nearly all actives have a fitted effect of over 60% in size; many of its hits are not listed in these tables
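HEK293 cells stably expressing RXFP1, treated 30 min at 37C with compounds plus PDE4 inhibitor Ro 20174; cAMP measured by HTRF TR-FRET. Normalized to buffer and 29 nM porcine relaxin; EC50 by Hill fit.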
D1 agonist – Allosteric Agonists of the Human D1 Dopamine Receptor: qHTS; HEK293 T-REx D1 cells, calcium flux, agonist mode; activation, % at 2 µM; 1% of 360,000 active; AID 504660, 2011; in the data active = activation above about 30%; also: 0% is about no effect
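Inducible HEK293 T-REx D1 cells, force-coupled to calcium signalling, were plated at 4000 cells/well with tetracycline and held overnight at 30 C. After no-wash calcium dye loading, compound-evoked calcium rise over 180 s flagged agonists.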
Apoferritin bind – qHTS Assay for Identification of Novel General Anesthetics; Ferritin light chain (Equus caballus), P02791; apoferritin/1-aminoanthracene competitive binding, fluorescence; Potency, µM (titrated, usually from 77.5 µM), inactives show top-dose activity change, negative = displacement, actives largely listed as inhibitors; 0.074% of 350,000 active; AID 485281, 2010; also: potency is read from the fitted curve at half-maximal effect; % is scaled to controls: 0 for no effect and ±100 for the full control effect; nearly all actives have a fitted effect of over 20% in size
Target sequence (P02791 2-175 limits assumed): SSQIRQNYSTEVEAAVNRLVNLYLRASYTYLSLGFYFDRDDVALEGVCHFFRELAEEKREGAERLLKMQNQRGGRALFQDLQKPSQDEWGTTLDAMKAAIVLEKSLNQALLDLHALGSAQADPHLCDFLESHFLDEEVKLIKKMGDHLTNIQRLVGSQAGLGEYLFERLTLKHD
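Apoferritin-based anesthetic binding model; compound displacement of fluorescent 1-AMA measured as endpoint fluorescence after 10 minutes at room temperature, scaled to free-ligand and complex controls.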
D1 antagonist – Antagonist of Human D 1 Dopamine Receptor: qHTS. HEK293 TREx D1 cells, calcium flux, dopamine EC80; stronger effect = lower value. activity change, negative = inhibition, % at 10 µM. 3.2% of 360,000 active. AID 504652, 2011; in the data active = activity change below about -30%; also: % is scaled to controls: 0 for no effect and ±100 for the full control effect
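Compound effects on dopamine-evoked calcium signalling were measured in tetracycline-induced HEK293 Trex D1 cells. Dopamine at EC80 followed a 180 s compound pre-read, and fluorescence was tracked kinetically for 180 s more.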
D1 PAM – Potentiators of Human D1 Dopamine Receptor: qHTS. D(1A) dopamine receptor (Homo sapiens), P21728. HEK293 TREx D1 cells, calcium flux, dopamine EC20 potentiation. potentiation, % at 10 µM. 0.036% of 360,000 active. AID 504651, 2011; in the data active = potentiation above about 30%; also: 0% is about no effect
* hit, by the source's call; u = inconclusive; x = not tested or not shown; [ ] = dose if it differs, or a comment. Unless noted, calls follow the shape of the dose curve; as a rule, active = well fitted curve in the direction sought with a large enough effect; inconclusive = small, poorly fitted or top-dose-only effect, or another doubt; inactive = no such curve, though single readings can be large; an effect the other way counts as inactive or inconclusive. The list is partial, so the mix of outcomes need not match the whole.

#	Structure	TRHR PAM	RXFP1 antagonist	D2 PAM	TRHR ag	RXFP1 ag	D1 agonist	Apoferritin bind	D1 antagonist	D1 PAM
1	COc1ccc(N2CC(C(=O)Nc3nc4ccc(OC)cc4s3)CC2=O)cc1 (stereo not drawn)	5	-9	1	-0.2	0.1%	11	-9%	-19	-3
2	CCN1C(=O)CC(N2CCC(C(=O)N3CCOCC3)CC2)C1=O (stereo not drawn)	-3	4	-2	-0.4	-1.0%	-2	6%	25	3
3	CNC(=S)NN(c1ccccc1)c1ccccc1	1	21	x	-1.3	2.4%	0	-5%	-7	-2
4	CCC(c1nnnn1CS(=O)(=O)c1ccc(C)cc1)N1CCC(C(N)=O)CC1 (stereo not drawn)	5	-10	x	-1.0	0.1%	2	2%	20	-11
5	O=C(COc1ccccc1)NCC(=O)Nc1ccc(S(=O)(=O)NCc2ccco2)cc1	2	-7	-6	-0.2	2.2%	-2	-14%	4	-1
6	OC1(C#CCN2CCCC2)CCCCC1	1	8	4	1.0	-1.3%	3	-2%	-7	-11
7	Cc1ccc(-n2ncc3c(N4CCCCCC4)ncnc32)cc1	-3	-22	-18	-0.5	-1.2%	-4	1%	-22	-2
8	COCCNc1nc(Cl)c(C#N)s1	3	10	1	0.4	-0.8%	4	2%	3	-3
9	CCCS(=O)(=O)c1c(S(=O)(=O)CCC)c2cnccn2c1C(=O)c1ccc(OC)cc1	-4	6	-2	-0.6	0.1%	0	-9%	0	-1
10	N=C(N)N1CCN(Cc2ccccc2)CC1	-5	x	-18	-0.4	5.4%	2	-1%	-10	3
11	CCN(CC)C(=O)Oc1ccc(NC(C)=O)cc1	8	23	4	1.4	0.4%	2	-22%	-9	-9
12	CC(C)Cn1c(=O)c2ccccc2n2c(CCC(=O)O)nnc12	0	-6	27	-0.2	11%	3	4%	-2	4
13	O=C(NCC1CCCN1S(=O)(=O)c1cccs1)C(=O)Nc1ccc(F)cc1 (stereo not drawn)	19	-8	-3	-0.2	1.2%	3	x	-8	-2
14	CC(=O)OCC1OC(OC(C)=O)C(NC(=O)Cc2ccccc2)C(OC(C)=O)C1OC(C)=O (stereo not drawn)	-11	-1	7	-2.7	0.9%	1	1%	3	-5
15	Cc1ccc(/C=N/NC(=O)CSc2nc3ccccc3n2C)s1	-2	11	x	-0.4	3.4%	-1	u	11	-2
16	Cc1c2cnn(CC(=O)NC3CCCC3)c(=O)c2c(C)n1Cc1ccccc1	10	5	-3	-0.6	2.6%	4	-9%	-1	-9
17	O=C(CS(=O)(=O)c1cccc2nsnc12)N1CCN(c2cccc(C(F)(F)F)c2)CC1	3	x	-5	-0.4	3.4%	8	u	-13	4
18	O=C(CSc1ccccc1)N1CCc2c([nH]c3ccccc23)C1c1ccc(Cl)cc1 (stereo not drawn)	-7	-6	7	0.5	0.5%	0	60%[activator]	-2	-3
19	Cc1ccc(OCC(=O)N2CCc3ccccc32)c([N+](=O)[O-])n1	2	0	-7	0.2	-0.6%	1	-12%	1	0
20	CCCc1cc(=O)[nH]c(Nc2cc(Cl)cc(Cl)c2)n1	-1	-5	-9	1.2	2.5%	25	9%	-24	-3
21	O=C(Nc1cccn(Cc2c(F)cccc2Cl)c1=O)NC1CCCCC1	-4	2	-6	-1.2	-1.2%	3	u	-9	-2
22	O=C(CCCN1CCC(c2ccccc2)C1)c1ccc2c(c1)OCCO2 (stereo not drawn)	3	-22	-23	0.5	1.3%	7	-24%	-19	-7
23	CC(OC(=O)CCCC(=O)Nc1ccc(F)cc1)C(=O)c1ccccc1 (stereo not drawn)	2	-11	12	0.2	0.0%	7	-16%	-22	-7
24	COc1ccc(C(=O)Nc2ccc(-c3nc4cc(C)ccc4o3)c(O)c2)cc1	1	4	x	-0.3	3.0%	-1	10%	5	0
25	COC(=O)c1ccc(C2Nc3c(C)cc(C)cc3C3C=CCC32)cc1 (stereo not drawn)	14	-23	10	-0.4	3.7%	1	u	4	0
26	COCCn1c(N)c(S(=O)(=O)c2cccs2)c2nc3ccccc3nc21	4	-6	11	-0.9	-1.3%	1	422%[activator]	-14	7
27	O=C(CCCN1C(=O)c2ccccc2C1=O)Nc1nncs1	12	-4	-5	0.1	1.8%	4	-7%	-9	-3
28	CN(C)S(=O)(=O)N1CCC(Oc2ccc(C(=O)NC3Cc4ccccc4C3)cc2)CC1	-4	-8	11	0.4	0.5%	16	-8%	-11	-4
29	CC(CCc1ccco1)NC(=O)CCc1nnc2ccc(NCc3ccccc3)nn12 (stereo not drawn)	-2	9	12	-0.1	4.7%	-1	u	5	-3
30	CCOC(=O)c1c(C)oc2nc(C)nc(Nc3ccc(C)c(Cl)c3)c12	8	x	-8	1.4	-2.6%	2	4%	15	0
31	COc1ccc2oc(=O)c(-c3csc(Nc4cccc(O)c4)n3)cc2c1	10	-23	2	1.0	3.6%	-1	-5%	-19	-6
32	Cn1c(=O)c2c(nc(SCCNS(=O)(=O)c3ccccc3)n2C)n(C)c1=O	13	20	1	-1.4	14%	1	-18%	10	-6
33	CCN(CC)C(=O)C1CCN(C(=O)c2cnn(-c3ccccc3)c2-n2cccc2)CC1	-3	x	-1	-0.3	-2.0%	-3	-14%	15	-1
34	O=C(Nc1cc(Cl)ccc1-n1cncn1)c1cccs1	-3	-14	-6	-0.2	1.9%	0	x	-4	0
35	CCOc1cc(C(=O)N(C)CC(=O)Nc2cccc(F)c2)ccc1OCC(=O)N1CCCCC1	13	8	-6	-0.3	2.2%	3	x	13	-3
36	S=C(Nc1ccccc1Cl)N1CCCC1	-6	-4	-3	0.3	-0.8%	1	-2%	7	2
37	OC(CCCN1CCC(O)(c2ccc(Cl)cc2)CC1)c1ccc(F)cc1 (stereo not drawn)	2	x	x	1.6	-1.3%	32*	-6%	-37*	-3
38	CCC(C(=O)NC(C)CCc1ccccc1)n1nc(C)n2c(cc3occc32)c1=O (stereo not drawn)	-1	-24	-4	-0.1	4.2%	2	-18%	0	1
39	Cc1ccc(N2CC(NC(=O)Cc3ccc(F)cc3)CC2=O)cc1C (stereo not drawn)	-3	-2	-5	0.0	1.5%	-3	-9%	x	-2
40	COC(=O)C(C)n1cnc2c(nnn2-c2ccccc2)c1=O (stereo not drawn)	-4	10	7	0.6	0.0%	2	-11%	2	-3
41	CCOC(=O)C1=C(c2ccccc2)NC(=S)NC1c1ccc(C)c([N+](=O)[O-])c1 (stereo not drawn)	4	-7	2	0.7	5.0%	3	-6%	5	-2
42	CCc1cc2c(SCC(=O)c3ccc(C)cc3)ncnc2s1	-2	3	2	0.1	4.8%	4	-4%	-12	-8
43	Cc1noc(/C=C/N(C)C)c1S(=O)(=O)N1CCCC(C(=O)Nc2cccc(F)c2)C1 (stereo not drawn)	-5	-4	1	-0.1	0.7%	6	4%	3	0
44	O=C(NCCc1ccco1)C(=O)NCC1OCCCN1S(=O)(=O)c1ccccc1 (stereo not drawn)	0	-11	0	-0.2	0.0%	3	-8%	36	-7
45	CCOC(=O)c1c(C2CC2)csc1NC(=O)COC(=O)c1cc(OC)c(OC)cc1[N+](=O)[O-]	-1	-4	-2	0.2	2.6%	2	-7%	-1	-2
46	Cc1ccc(NC(=O)c2cc(-c3ccco3)on2)cc1	-4	-3	-4	0.2	2.0%	4	-4%	-6	-1
47	CCOC(=O)C1=C(C)Nc2ccc(C)cc2S1	13	-5	2	1.1	-2.8%	0	-18%	-16	-4
48	O=S1(=O)CCN(C(CCO)c2cccc(C(F)(F)F)c2)CC1 (stereo not drawn)	-2	0	1	0.4	0.1%	2	-8%	5	-4
49	Cc1ccc(NC(=O)Cc2ccc(NC(=O)N3CCCCc4ccccc43)cc2)cc1	1	x	-3	0.4	0.1%	4	-4%	-9	-5
50	COc1ccccc1/C=C/CN1CCC(n2nccc2NC(=O)CCc2ccccc2)CC1	7	-3	0	0.6	0.7%	31*	u	-12	-8
51	CCOCCCNC(=O)Cc1ccc(F)cc1	2	x	-8	-0.1	1.5%	3	-6%	-13	-4
52	Cc1cccc2cc(CN(CCCO)C(=O)Nc3cccc(Cl)c3)c(=O)[nH]c12	-5	1	-3	-1.5	0.3%	1	-17%	2	-4

Quoted at random: 7 records from the list, in no set order.
#	Structure	TRHR PAM	RXFP1 antagonist	D2 PAM	TRHR ag	RXFP1 ag	D1 agonist	Apoferritin bind	D1 antagonist	D1 PAM
52	Cc1cccc2cc(CN(CCCO)C(=O)Nc3cccc(Cl)c3)c(=O)[nH]c12	-5	1	-3	-1.5	0.3%	1	-17%	2	-4
46	Cc1ccc(NC(=O)c2cc(-c3ccco3)on2)cc1	-4	-3	-4	0.2	2.0%	4	-4%	-6	-1
50	COc1ccccc1/C=C/CN1CCC(n2nccc2NC(=O)CCc2ccccc2)CC1	7	-3	0	0.6	0.7%	31*	u	-12	-8
48	O=S1(=O)CCN(C(CCO)c2cccc(C(F)(F)F)c2)CC1 (stereo not drawn)	-2	0	1	0.4	0.1%	2	-8%	5	-4
51	CCOCCCNC(=O)Cc1ccc(F)cc1	2	x	-8	-0.1	1.5%	3	-6%	-13	-4
47	CCOC(=O)C1=C(C)Nc2ccc(C)cc2S1	13	-5	2	1.1	-2.8%	0	-18%	-16	-4
49	Cc1ccc(NC(=O)Cc2ccc(NC(=O)N3CCCCc4ccccc43)cc2)cc1	1	x	-3	0.4	0.1%	4	-4%	-9	-5

Some of the entries so far, screen by screen.
46: Cc1ccc(NC(=O)c2cc(-c3ccco3)on2)cc1
47: CCOC(=O)C1=C(C)Nc2ccc(C)cc2S1

| assay / entry | 46 | 47 |
| --- | --- | --- |
| TRHR PAM | -4 | 13 |
| RXFP1 antagonist | -3 | -5 |
| D2 PAM | -4 | 2 |
| TRHR ag | 0.2 | 1.1 |
| RXFP1 ag | 2.0% | -2.8% |
| D1 agonist | 4 | 0 |
| Apoferritin bind | -4% | -18% |
| D1 antagonist | -6 | -16 |
| D1 PAM | -1 | -4 |
